Source: PubChem BioAssay (National Center for Advancing Translational Sciences (NCATS))
AT treatment: candidate therapy for ataxia-telangiectasia. hit rate 0.19% among 320,000. AID 485349. […] A-T fibroblasts, KAP-1 phosphorylation AlphaLISA; neocarzinostatin DNA damage 30 min before lysis. Potency, µM (doses to about 57.5 µM), for inactives: at the top dose activation, usual class: activators; note: potency is the fitted concentration of half-maximal effect; % of control where 0% means no effect; nearly all actives have a fitted effect of over 45% in size
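ATM-like activity read as KAP-1 phosphorylation via AlphaLISA donor/acceptor antibody pairs after lysis and 6 hr at 25C. Cells were ATM-null patient fibroblasts ([…], hTERT), dosed 60 min, then exposed to the DSB inducer NCS for 30 min.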
ASM inhibitor: blocks human secretory acid sphingomyelinase; P17405; placental ASM, HMU-PC fluorogenic substrate, 60 min; Potency, µM (titrated, usually from 57.5 µM), for inactives: top-dose activity change, negative = inhibition, actives largely listed as inhibitors; hit rate 0.006% among 340,000; AID 504937; note: potency is the fitted concentration of half-maximal effect
Target sequence (P17405 47-631 limits assumed): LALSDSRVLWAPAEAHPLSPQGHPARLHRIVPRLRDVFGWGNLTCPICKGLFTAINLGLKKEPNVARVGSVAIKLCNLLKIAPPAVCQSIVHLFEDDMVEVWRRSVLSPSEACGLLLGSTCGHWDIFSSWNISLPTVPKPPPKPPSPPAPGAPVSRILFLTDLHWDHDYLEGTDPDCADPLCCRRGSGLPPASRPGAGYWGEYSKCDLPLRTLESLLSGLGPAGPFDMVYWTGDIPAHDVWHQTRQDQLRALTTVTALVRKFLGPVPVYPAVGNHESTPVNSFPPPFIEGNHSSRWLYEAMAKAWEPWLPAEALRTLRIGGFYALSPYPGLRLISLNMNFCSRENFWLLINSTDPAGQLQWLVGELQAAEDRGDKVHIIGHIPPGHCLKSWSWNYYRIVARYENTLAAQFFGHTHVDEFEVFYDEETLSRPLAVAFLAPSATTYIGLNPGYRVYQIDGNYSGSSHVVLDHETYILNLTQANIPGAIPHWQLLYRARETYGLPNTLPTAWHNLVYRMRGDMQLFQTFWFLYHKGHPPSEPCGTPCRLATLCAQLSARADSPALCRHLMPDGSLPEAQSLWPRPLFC
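qHTS format. ASM enzyme prepared from human placenta hydrolyses the fluorogenic substrate HMU-PC0 (9 uM final) over 60 min at 37 °C after a 10 min compound preincubation.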
ELG1 repair inh: blocks ELG1-dependent DNA repair in HEK293T cells; Potency, µM (series often up to 46.1 µM), for the others: at the top dose activity change, negative = inhibition, most hits filed as inhibitors; AID 504467; HEK293T ELG1-luciferase reporter, luminescence, 16 h; DNA damage induced by 5-fluorouridine; hit rate 2.3% among 330,000; note: potency is the fitted concentration of half-maximal effect; % is set by controls: 0 for no effect and ±100 for the full control effect; nearly all actives have a fitted effect of over 55% in size
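Quantitative HTS, concentration-response format. 2,000 cells/well co-treated with 5-fluorouridine and compound, 16 hr in 5% CO2 at 37 °C; ONE-Glo luminescence read after 30 min.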
Integrin act MD: integrin-mediated muscular dystrophy alleviation activation; alpha7betagal myoblasts, beta-gal FDG fluorescence, 48 h; Potency, µM (titrated, usually from 38.3 µM), inactives show at the top dose activation, hits mostly activators; hit rate 0.064% among 350,000; AID 624291;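 note: potency is the fitted concentration of half-maximal effect; 100% = response of the positive control SU9516; nearly all actives have a fitted effect of over 60% in size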
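Alpha7betagal+/- myoblasts (passage 13) were plated 16-24 hr, then exposed to compounds (1:260 dilution of DMSO stock) for 48 hours at 37C. After MPER lysis, β-galactosidase reporter activity was read as FDG fluorescence (ex 480/em 540) after 30 minutes.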
TSHR antag: blocks TSH signaling through the human TSH receptor; P16473; TSHR-expressing cells, TSH-stimulated cAMP HTRF, 2 h; hits give low values; activity change, negative = inhibition, % at 11.5 µM; hit rate 0.2% among 330,000; AID 504810;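 active = activity change below a set negative limit, meaning inhibition stronger than a set level, cut at about -70% in these data; inconclusive = activity change between two set negative limits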; note: % is set by controls: 0 for no effect and ±100 for the full control effect
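TSHR-expressing cells were treated with compounds, then stimulated with TSH at EC80 (4nM final) for 2 hours at 37 deg C. Cellular cAMP was measured by HTRF competition between lysate cAMP and cAMP-d2 for a cryptate-labelled anti-cAMP antibody.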
Mito fusion yeast: blocks mitochondrial division or promotes mitochondrial fusion. S. cerevisiae fusion-defective mutant growth rescue, CellTiterGlo 48 h. Potency, µM (highest dose often 46.1 µM), inactives show at the highest dose growth rescue (activation), actives largely listed as activators. hit rate 0.23% among 320,000. AID 485298;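 note: potency is the fitted concentration of half-maximal effect; % of control where 0% means no effect; nearly all actives have a fitted effect of over 45% in size; temperature-sensitive fusion mutants such as fzo1-1 at 37 °C on non-fermentable ethanol glycerol medium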
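Yeast fusion mutant, YPEG (non-fermentable carbon), compound, 48 h at 37C non-permissive; CellTiterGlo added, 10 min RT, luminescence read. Rescued growth = division inhibition.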
Eya2 inh: inhibitors of human Eya2 phosphatase activity; O00167; recombinant Eya2, OMFP fluorescence dephosphorylation (OMFP is methylfluorescein phosphate); Potency, µM (top dose mostly 76.9 µM), for inactives: at the highest dose activity, negative = inhibition, usual class: inhibitors; hit rate 0.006% among 330,000; note: potency is the fitted concentration of half-maximal effect; % is set by controls: 0 for no effect and ±100 for the full control effect
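Eya2 protein (added as 0.2 uM solution) was preincubated with compound for 10 min at ambient temperature in 50 mM HEPES pH 7.5, 50 mM NaCl, 5 uM MgCl2, 0.05% BSA, 1 mM DTT. OMFP (added at 50 uM) then reacted 10 min; fluorescence read at 485/525 nm.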
PTAP TSG101 blk: blocks PTAP/TSG101 interaction to inhibit HIV-1 budding. Q99816. Fluorescence polarization, FITC-PTAP peptide / Tsg101 binding. Potency, µM (highest dose often 115 µM), without a hit: at the top dose activity change, negative = inhibition, actives largely listed as inhibitors. 340,000 tested, under 10 active; active = well fitted inhibition curve with a large enough effect in the main read-out, with a control signal flat, not every such curve was filed as active; inconclusive = small, poorly fitted or top-dose-only effect, or effect the other way, or a change in a side signal; inactive = no such curve, though single readings can be large or run the other way; note: potency is the fitted concentration of half-maximal effect; % of control where 0% means no effect
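Tsg101 binding domain (10 uM final) was mixed with compound and a FITC-labeled PTAP peptide (50 nM final) in HEPES pH 7.5 buffer with NaCl, Tween 20, EDTA and TCEP; fluorescence polarization was read after 20 min at r.t.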
TCR act: activators of T cell receptors; primary human leukocytes, anti-CD3, IL-2 HTRF, 48 h; Potency, µM (series often up to 9.22 µM), for the others: top-dose activation of IL-2 secretion, actives largely listed as activators; 330,000 tested, under 10 active; AID 504894; note: % of control where 0% means no effect
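Activity was scored as IL-2 release from primary human leukocytes given only a TCR signal (a-CD3 beads) plus compound for 48 hr. Detection used a two-antibody HTRF format read at 665nm.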
BCR signal inh: inhibitors of chronic active B-cell receptor signaling. Potency, µM (titrated, usually from 46.1 µM), for inactives: at the highest dose ratio change, negative = lower green/red ratio, most hits filed as inhibitors. ABC-DLBCL IkBa-CBG/CBR reporter, luminescence ratio, 4 h. hit rate 0.05% among 340,000. AID 493014; active = well fitted inhibition curve with a large enough effect in the signal ratio, with a control signal flat, not every such curve was filed as active; inconclusive = small, poorly fitted or top-dose-only effect, or effect the other way, or a change in a side signal; the % refers to the signal ratio;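 note: potency is the fitted concentration of half-maximal effect; plate controls were basal doxycycline-induced cells for no effect and cells given 10 µM MG132 for full effect; MG132 reads +100%, hits lower the ratio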
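TMD8 ABC-DLBCL cells carrying doxycycline-inducible green luciferase fused to IkappaBalpha plus unfused red luciferase were exposed to compounds (up to 46 uM) for 4 hrs at 37C. Activity came from the overlap-corrected green/red luminescence ratio.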
Tb PFK inh: T. brucei PFK enzyme inhibition; O15648; T. brucei PFK, ADP-Glo luminescence; Potency, µM (series often up to 57.5 µM), without a hit: top-dose activity, negative = inhibition, most hits filed as inhibitors; hit rate 0.17% among 330,000; AID 485367;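 note: potency is the fitted concentration of half-maximal effect; 0% = uninhibited 1x PFK enzyme wells and -100% = no-enzyme wells; nearly all actives have a fitted effect of over 60% in size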
Target sequence (O15648 whole entry, looked up): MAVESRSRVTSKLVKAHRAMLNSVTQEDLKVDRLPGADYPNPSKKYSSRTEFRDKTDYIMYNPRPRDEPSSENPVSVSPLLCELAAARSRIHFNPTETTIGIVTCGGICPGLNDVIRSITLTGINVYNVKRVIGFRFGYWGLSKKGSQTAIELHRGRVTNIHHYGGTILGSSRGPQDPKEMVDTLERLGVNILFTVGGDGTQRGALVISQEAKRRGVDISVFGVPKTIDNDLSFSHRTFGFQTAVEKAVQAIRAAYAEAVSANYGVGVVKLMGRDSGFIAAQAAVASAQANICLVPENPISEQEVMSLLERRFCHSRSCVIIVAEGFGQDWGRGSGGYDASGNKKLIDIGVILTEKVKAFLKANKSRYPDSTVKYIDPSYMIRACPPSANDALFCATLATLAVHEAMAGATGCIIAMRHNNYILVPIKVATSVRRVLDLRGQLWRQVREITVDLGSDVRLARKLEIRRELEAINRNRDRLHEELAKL
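Compounds were pin-transferred as a titration series up to 57 uM into substrate buffer (0.5 mM F6P, 0.1 mM ATP, pH 8.0), then 1.25 nM PFK was added and reactions ran 45 min before ADP-Glo detection.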
Active calls of the source: *; i = inactive; u = inconclusive; x = no result given; & = joins results of further samples; [ ] = remark or other dose. Unless noted, calls come from the whole dose curve; as a rule, active = well fitted curve in the direction sought with a large enough effect; inconclusive = small, poorly fitted or top-dose-only effect, or another doubt; inactive = no such curve, though single readings can be large; an effect the other way counts as inactive or inconclusive.

#1 O=C(O)CCSc1nnc(CNc2ccc(Cl)cc2)n1Cc1ccccc1
#2 O=C(Nc1nnc(C2CC2)s1)C1CCCCN1S(=O)(=O)c1ccccc1 (stereo not given)
#3 CN1CCN(C(=O)c2ccc(F)c(F)c2)CC1
#4 O=c1oc(-c2ccccc2)nc2ccsc12
#5 CCc1ccc(NC(=S)NC2CCN(Cc3ccccc3)CC2)cc1
#6 CC(=O)NCCC(=O)Nc1nc(-c2ccc3c(c2)OCCO3)cs1
assay / compound	1	2	3	4	5	6
Tb PFK inh	-8%	1%	0%	3%	-7%	-11%
Mito fusion yeast	-5%	-2%	4%	-5%	9%	-3%
TCR act	6%[46.1 µM]	x	x	-5%	-6%[46.1 µM]	4%
AT treatment	3%	1%	2%	4%	-5%	-8%
ASM inhibitor	7%	-1%	-4%	6%	3%	2%
PTAP TSG101 blk	-2%	-1%	-3%	-4%	-7%	0%
ELG1 repair inh	-9%	0%	4%	u	4%	u
Eya2 inh	2%	20%	5%	-2%	7%	6%
TSHR antag	-1	14	48	-4	21	10
BCR signal inh	2%	-1%	-4%	u	-2%	-14%
Integrin act MD	6%	6%	u	-16%	-40%	-20%

Profiles as entered above. Screens in order: Tb PFK inh	Mito fusion yeast	TCR act	AT treatment	ASM inhibitor	PTAP TSG101 blk	ELG1 repair inh	Eya2 inh	TSHR antag	BCR signal inh	Integrin act MD
Shown for O=C(O)CCSc1nnc(CNc2ccc(Cl)cc2)n1Cc1ccccc1 = -8%	-5%	6%[46.1 µM]	3%	7%	-2%	-9%	2%	-1	2%	6%
Shown for O=C(Nc1nnc(C2CC2)s1)C1CCCCN1S(=O)(=O)c1ccccc1 (stereo not given) = 1%	-2%	x	1%	-1%	-1%	0%	20%	14	-1%	6%
Shown for CCc1ccc(NC(=S)NC2CCN(Cc3ccccc3)CC2)cc1 = -7%	9%	-6%[46.1 µM]	-5%	3%	-7%	4%	7%	21	-2%	-40%

More entries.
#7 O=C(C[C@H]1C(=O)N(C2CCCCC2)C[C@@H]1Cc1ccccc1)Nc1ccccc1
#8 COc1ccc(C(=O)COC(=O)c2ccccn2)cc1OC
#9 COc1ccc(OC)c(-c2csc(NC(=O)Cc3ccc(OC)c(OC)c3)n2)c1
#10 O=c1c2ccsc2ncn1Cc1ccccc1F
#11 COc1ccc(Oc2nccc(-c3ccc(F)cc3)c2C#N)cc1
#12 CCOC(=O)Cn1c(C)cc(COC)c(C#N)c1=O
assay / compound	7	8	9	10	11	12
Tb PFK inh	-3%	5%	12%	-9%	2%	-6%
Mito fusion yeast	3%	-3%	-22%	5%	-1%	6%
TCR act	0%	-41%	-1%	1%	2%	-3%
AT treatment	-9%	1%	6%	2%	-1%	1%
ASM inhibitor	-10%	1%	-2%	2%	6%	4%
PTAP TSG101 blk	-2%	-6%	0%	-4%	-1%	-3%
ELG1 repair inh	-15%	u	-27%	-9%	u	u
Eya2 inh	-9%	-9%	-17%	-26%	14%	-16%
TSHR antag	-12	8	0	2	16	3
BCR signal inh	-10%	0%	u	-16%	-2%	9%
Integrin act MD	-5%	17%	-5%	-19%	5%	21%

#13 COC(=O)c1cnn(-c2ccccc2)c1N
#14 CCN(CC)C(=O)C(=O)c1cccn1-c1c(Cl)cccc1C#N
#15 Cc1cc(SCC(=O)O)nc2ccccc12
#16 CC1CCCC(C(=O)O)N1C(=O)CCSC(=O)c1ccccc1 (stereo not given)
#17 N[C@@H](Cc1ccc(O)cc1)c1nnc([C@H](CO)NC(=O)C2CCNCC2)o1
#18 Cc1ccc(C(=O)COC(=O)c2cc(=O)[nH]c3ccccc23)cc1C
assay / compound	13	14	15	16	17	18
Tb PFK inh	10%	2%	-13%&-6%	-1%	-4%	-1%
Mito fusion yeast	6%	0%	0%&1%	-2%	-3%	-2%
TCR act	1%	3%	1%&-5%	x	2%	-2%
AT treatment	3%	2%	0%&-1%	-4%	-30%	3%
ASM inhibitor	3%	6%	6%&3%	-1%	2%	31%
PTAP TSG101 blk	1%	-7%	0%&-6%	x	-1%	-4%
ELG1 repair inh	0%	3%	12%&1%	7%	-12%	u
Eya2 inh	-1%	-6%	7%&-1%	3%	5%	-7%
TSHR antag	0	-3	5&0	44	-6	-9
BCR signal inh	-5%	1%	-4%&-2%	0%	11%	-4%
Integrin act MD	u	-4%	-16%&3%	12%	-14%	-22%

#19 CCCCN(CCCC)Cc1ccc(C(=O)NNC(=O)Nc2ccc(Cl)cc2)o1
#20 c1ccc(CSc2ncccn2)cc1
#21 O=C(CN1CCN(C(=O)c2ccco2)CC1)NCc1ccc(Cl)cc1
#22 CC1CCCC(C)N1CCCNC(=O)CN1C(=O)c2cccnc2Oc2ccc(Cl)cc21 (stereo not given)
#23 CCC(C)NC(=O)c1ccccc1NC(=O)Nc1ccccc1 (stereo not given)
#24 Nc1ccc2nn(-c3ccc(F)cc3)nc2c1
assay / compound	19	20	21	22	23	24
Tb PFK inh	-1%	-1%	-13%	1%	-1%	1%
Mito fusion yeast	-3%	2%	-2%	2%	-1%	1%
TCR act	0%	-5%	8%	-3%	-2%	x
AT treatment	-3%	-3%	11%	1%	1%	34%
ASM inhibitor	-1%	6%	x	1%	-2%	i
PTAP TSG101 blk	1%	-3%	1%	-6%	-2%	-2%
ELG1 repair inh	8%	12%	11%	14%	11%	u
Eya2 inh	-6%	9%	7%	5%	2%	-8%
TSHR antag	3	-4	13	3	3	6
BCR signal inh	13%	18%	1%	-8%	7%	0%
Integrin act MD	-11%	21%	-15%	-9%	-10%	35%

#25 COCCN(C(=O)/C=C/c1ccccc1)c1nnc(-c2cccnc2)s1
#26 CCOc1ccccc1CNc1ccc(O)cc1
#27 CCn1c(CCNC(=O)c2cccs2)nnc1SCC(=O)NC1CCCCC1
#28 Oc1ccc(/C=C/c2nc(-c3ccccc3O)n(-c3ccccc3)n2)cc1
#29 O=C(CCCOc1ccccc1)Nc1ccc(S(=O)(=O)Nc2ccccn2)cc1
#30 COc1ccc(NS(=O)(=O)c2cc(C(=O)O)ccc2C)cc1
assay / compound	25	26	27	28	29	30
Tb PFK inh	-1%	-12%	3%	8%	-3%	0%
Mito fusion yeast	-8%	0%	-3%	-20%	-2%	0%
TCR act	2%	5%	6%	-3%	1%	-4%
AT treatment	0%	u	-4%	2%	0%	20%
ASM inhibitor	-3%	-3%	1%	-16%	3%	8%
PTAP TSG101 blk	-5%	-1%	-4%	-6%	-3%	-2%
ELG1 repair inh	-29%	u	15%	-7%	-13%	u
Eya2 inh	2%	6%	-13%	-14%	-5%	25%
TSHR antag	3	3	-6	17	0	0
BCR signal inh	0%	-10%	1%	u	-6%	1%
Integrin act MD	-1%	-64%[inhibitor]	-12%[7.66 µM]	-25%	-1%	21%

#31 O=C(c1ccc(F)cc1)c1ccc(CN2C(=O)c3ccccc3C2=O)o1
#32 COc1cccc(NS(=O)(=O)c2ccc3c(c2)NC(=O)C(C)S3)c1 (stereo not given)
#33 CCC(c1nnc(SCC(=O)Nc2nnc(-c3ccccc3)o2)n1Cc1ccccc1)N(C)C (stereo not given)
#34 COc1ccc(-c2cc(C(F)(F)F)nc(SCC(=O)N3CCOCC3)n2)cc1OC
#35 c1ccc(N2CCN(Cc3ccnc4ccccc34)CC2)cc1
assay / compound	31	32	33	34	35
Tb PFK inh	-6%	1%	-3%	0%	12%
Mito fusion yeast	6%	8%	-2%	0%	0%
TCR act	2%	2%	-6%	-2%	-8%
AT treatment	3%	1%	-1%	-9%	3%
ASM inhibitor	-1%	5%	-13%	88%[activator]	6%
PTAP TSG101 blk	0%	-8%	-4%	-4%	-5%
ELG1 repair inh	10%	u	x	8.2µM*	u
Eya2 inh	2%	-2%	23%	6%	-3%
TSHR antag	-13	9	-2	10	-4
BCR signal inh	-8%	u	3%	0%	u
Integrin act MD	-37%	-7%	0%	-28%	-43%
